PKM2 act = PKM2 (human) enzyme activation. Potency, µM (doses to about 57.5 µM), inactives show at the highest dose activation, hits mostly activators. purified PKM2, Kinase-Glo ATP luminescence, activation; response scale: 0% is enzyme alone, no compound. P14618. hit rate 0.34% among 260,000; further: potency means the concentration at half of the fitted maximal effect; on the % scale 0 is the no-effect control and ±100 the full control effect; nearly all actives have a fitted effect of over 55% in size
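ATP formation by purified human PK-M2, quantified via coupled luciferase luminescence after 1 h at room temperature with 0.1 mM ADP and 0.5 mM PEP final.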
B2AR arrestin = recruits beta-arrestin to the human beta2-adrenergic receptor; hit rate 0.02% among 330,000; P07550; beta-arrestin recruitment to beta2AR, cell-based reporter; AID 492947; Potency, µM (titrated, usually from 46.1 µM), without a hit: top-dose activation, usual class: activators;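 further: potency means the concentration at half of the fitted maximal effect; 0% = DMSO controls and full agonism = EC100 isoproterenol or metaproterenol; nearly all actives have a fitted effect of over 65% in size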
TRPV1 ag = human TRPV1 agonism. Q8NER1. TRPV1-expressing cells, Fluo-8 calcium influx, agonist mode. activation, % at 8.33 µM. hit rate 0.19% among 320,000; in the data active means activation above about 80%; inconclusive means between about 30% and that limit; further: 0% is about no effect
Target sequence (Q8NER1 whole entry, looked up): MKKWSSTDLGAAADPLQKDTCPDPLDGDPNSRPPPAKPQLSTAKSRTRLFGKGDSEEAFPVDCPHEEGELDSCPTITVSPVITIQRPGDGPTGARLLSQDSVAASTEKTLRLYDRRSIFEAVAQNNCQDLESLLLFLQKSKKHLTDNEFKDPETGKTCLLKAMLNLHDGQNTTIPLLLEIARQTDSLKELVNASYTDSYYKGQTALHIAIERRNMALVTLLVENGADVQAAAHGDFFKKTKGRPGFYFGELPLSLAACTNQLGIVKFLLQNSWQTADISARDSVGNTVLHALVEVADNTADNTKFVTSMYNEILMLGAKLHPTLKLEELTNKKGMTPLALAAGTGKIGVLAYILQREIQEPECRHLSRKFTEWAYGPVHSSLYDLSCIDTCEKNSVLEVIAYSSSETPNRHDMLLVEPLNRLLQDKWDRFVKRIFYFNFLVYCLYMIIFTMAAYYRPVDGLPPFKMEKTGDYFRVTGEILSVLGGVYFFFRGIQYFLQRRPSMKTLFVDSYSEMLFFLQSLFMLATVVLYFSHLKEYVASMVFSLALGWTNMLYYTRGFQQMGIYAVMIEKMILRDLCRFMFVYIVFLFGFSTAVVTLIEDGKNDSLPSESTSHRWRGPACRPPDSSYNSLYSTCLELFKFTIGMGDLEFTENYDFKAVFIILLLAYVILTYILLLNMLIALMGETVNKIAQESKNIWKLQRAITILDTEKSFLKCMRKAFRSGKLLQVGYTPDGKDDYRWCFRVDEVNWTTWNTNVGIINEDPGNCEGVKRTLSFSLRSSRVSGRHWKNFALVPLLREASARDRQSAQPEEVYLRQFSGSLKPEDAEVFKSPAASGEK
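TRPV1-expressing cells were cultured overnight at 35.5C and loaded with Fluo-8 calcium dye for 40 to 90 min at room temperature. After a 10 s baseline, compound was added and calcium influx was read kinetically for 3 min (ex 480/em 520 nm).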
FBPA coupling cs = coupling enzyme interference in Giardia aldolase counter-screen; activity change, negative = inhibition, % at 58.2 µM, hits read low; coupling enzyme system counterscreen, AmpLite Red fluorescence; hit rate 0.67% among 290,000; in the data active means activity change below about -30%; further: on the % scale 0 is the no-effect control and ±100 the full control effect
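Counterscreen of the coupled detection system alone, without aldolase: glyceraldehyde-3-phosphate coupling enzymes plus AmpLite Red readout. Compounds at 57.5 uM final, 10 min RT preincubation, 20 min RT reaction, fluorescence 525/598 nm.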
hERG WT inh = KCNH2 (human, wildtype) channel inhibition | hit rate 0.37% among 340,000 | activity change, % at 1.84 µM | U2OS, BacMam KCNH2, thallium flux FluxOr; stronger effect = lower value | Q12809;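 active means maximum activity change below -70%; inconclusive means maximum activity change between -70% and -50%; inactive means maximum activity change above -50%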; further: on the % scale 0 is the no-effect control and ±100 the full control effect
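U2OS cells were transduced with wild-type KCNH2 virus (2.03 x 10^8 / mL) for 4 h at room temperature, then cultured overnight at 37 C. Thallium flux was read with FluxOr dye. Rate constants were normalized to DMSO controls.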
GALK inhibitor = blocks human galactokinase activity. P51570. Purified GALK, Kinase-Glo residual ATP luminescence. Potency, µM (top dose mostly 57.5 µM), for the others: at the top dose activity change, negative = inhibition, most hits filed as inhibitors. hit rate 0.007% among 270,000; further: potency means the concentration at half of the fitted maximal effect; on the % scale 0 is the no-effect control and ±100 the full control effect
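Human GALK (5 nM) with 35 uM ATP and 100 uM galactose in 20 mM HEPES pH 8.0, 5 mM MgCl2, 60 mM NaCl, 1 mM DTT, 0.01% BSA. After 1 h at room temperature, leftover ATP was read by Kinase-Glo Plus luminescence.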
Giardia kill = Giardia lamblia killing. activity change, % at 7.66 µM, hits read low. hit rate 0.15% among 340,000. AID 540267. Giardia lamblia trophozoite viability; in the data active means activity change below about -80%; inconclusive means between about -30% and that limit;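 further: parasites exposed to compound for two days anaerobically before the ATP read; on the % scale 0 is the no-effect control and ±100 the full control effect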
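Compounds were tested on trophozoites seeded at 100 cells/well and held 48 hrs at 37 deg C anaerobically. An ATP-based luminescent kit measured the remaining live cells.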
KCNH2 3.1 block = KCNH2 3.1 (human) potassium channel inhibition. activity change, % (tested at about 1.8 µM). hit rate 0.95% among 340,000. U2OS KCNH2 3.1, thallium flux FluxOr; stronger effect = lower value;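 active means maximum activity change below -70%; inconclusive means maximum activity change from -70% to -50%; inactive means maximum activity change above -50%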;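 further: thallium influx rate constant from kinetic fluorescence after stimulation buffer; on the % scale 0 is the no-effect control and ±100 the full control effect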
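Thallium flux via FluxOr fluorescence (Red40 quencher, 45 min loading) in U2OS cells virally expressing the KCNH2 3.1 isoform (1.77 x 10^8 /mL virus, overnight at 37 C). Rate constants from 2-min kinetic reads post-stimulation, normalised to positive and negative controls.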
USP2a block = inhibitors of human ubiquitin-specific protease USP2a. USP2 core, Ub-CHOP2 coupled fluorogenic reporter, 485/531. hit rate 0.01% among 330,000. Potency, µM (titrated, usually from 38.3 µM), without a hit: at the highest dose activity change, negative = inhibition, most hits filed as inhibitors. O75604;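 further: potency means the concentration at half of the fitted maximal effect; plate controls were DMSO wells for no effect and full inhibition by NEM control for full effect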
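USP2 core (10nM final) preincubated 30min RT with compound in 20mM Tris-HCl pH 8.0, 2mM CaCl2, 2mM beta-mercaptoethanol, 0.05% CHAPS; 25nM Ub-CHOP2 plus 25nM reporter substrate added, fluorescence (Ex485/Em531) read after 60min.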
Menin-MLL TR inh = inhibitors of human menin-MLL interaction, mutant MLL peptide. O00255. Menin + Texas Red MLL mutant peptide, fluorescence polarization. Potency, µM (highest dose often 61.6 µM), inactives show top-dose FP activity change, negative = inhibition, most hits filed as inhibitors. hit rate 0.23% among 270,000. AID 1768; active means well fitted inhibition curve with a large enough effect in the polarisation, with a control signal flat, not every such curve was filed as active; inconclusive means small, poorly fitted or top-dose-only effect, or effect the other way, or a change in a side signal; inactive means no such curve, though single readings can be large or run the other way; the % refers to the polarisation; further: potency means the concentration at half of the fitted maximal effect; % of control where 0% means no effect; many of its hits are not listed in these tables
MLL CXXC-DNA inh = MLL CXXC-DNA interaction inhibition. MLL-CXXC / FITC-HOXA9 DNA fluorescence polarization. Q03164. AID 2662. Potency, µM (series often up to 115 µM), for the others: top-dose activity change, negative = inhibition, usual class: inhibitors. hit rate 0.037% among 290,000; active means well fitted inhibition curve with a large enough effect in the polarisation, with a control signal flat, not every such curve was filed as active; inconclusive means small, poorly fitted or top-dose-only effect, or effect the other way, or a change in a side signal; inactive means no such curve, though single readings can be large or run the other way; the % refers to the polarisation; further: potency means the concentration at half of the fitted maximal effect
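Purified MLL-CXXC (added from a 7 uM solution) was preincubated 5 min at ambient with pinned compounds in 50 mM Tris-HCl pH 7.5, 50 mM NaCl, 1 mM DTT, 0.05% BSA. Fluorescein-labeled HOX-A9 DNA (50 nM solution) followed, 30 min, then polarization read.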
* marks the source's active call; other numbers are inactive results; ? = inconclusive; / = no result given; [ ] = another dose, or the depositor's remark. Unless noted, the call rests on the fitted dose curve; in most records, active means well fitted curve in the direction sought with a large enough effect; inconclusive means small, poorly fitted or top-dose-only effect, or another doubt; inactive means no such curve, though single readings can be large; an effect the other way counts as inactive or inconclusive. The list is partial; rates above refer to the full screens.

SMILES | PKM2 act | B2AR arrestin | TRPV1 ag | FBPA coupling cs | hERG WT inh | GALK inhibitor | Giardia kill | KCNH2 3.1 block | USP2a block | Menin-MLL TR inh | MLL CXXC-DNA inh
O=C(NC1CCCCCC1)c1ccc(CS(=O)Cc2ccccc2Cl)o1 (stereo not given) | / | -0.2% | 1.6 | 0.1 | 2.0 | -7.2% | -3.7 | 3.8 | 1.1% | -0.9% | 8.2%
COCC(=O)N1CCC(n2nnc3cc(C(F)(F)F)ccc32)CC1 | ? | -0.4% | 8.0 | 4.0 | / | 0.8% | -19.7 | -3.7 | -1.3% | 9.2% | 37.0%
CC(C)C[C@H](NC(=O)c1nc[nH]c1C(=O)N1CCN(c2ccccc2)CC1)C(=O)OCc1ccccc1 | -0.3% | 0.4% | -8.1 | 7.1 | -1.0 | 3.0% | 0.1 | -78.0* | -24.5% | / | 3.7%
O=C1CC(N2CCCN(C3CC(=O)N(c4ccc(F)cc4)C3=O)CC2)C(=O)N1c1ccc(F)cc1 (stereo not given) | 15.0% | 0.2% | 0.5 | -2.5 | -3.6 | -1.5% | 2.5 | -4.3 | 1.7% | -18.4% | -4.0%
Cc1c(C(=O)c2ccc(F)cc2)c2ccccn2c1CCc1ccccn1 | 0.5% | 0.2% | 7.8 | -9.0 | -4.9 | 0.7% | 10.9 | -7.1 | 4.8% | -17.2% | 0.4%
COc1ccc(CN(C)C(=O)CSc2nnc(C3CC3)n2C2CC2)cc1 | / | -0.5% | -1.1 | / | 19.2 | / | 21.7 | -15.6 | 0.6% | / | /
O=S(=O)(O)CCN1CCOCC1 | -3.0% | 0.0% | 0.4 | 0.1 | 0.2 | -0.5% | 14.4 | 1.2 | 1.1% | -4.0% | 8.8%
COC(=O)C1CCN(C(=O)COC(=O)c2cc([N+](=O)[O-])ccc2N2CCOCC2)CC1 | / | 0.1% | 1.8 | / | -24.5 | / | -9.8 | -4.5 | 0.3% | / | /
COc1ccccc1NS(=O)(=O)c1ccc(C(=O)NCC(c2ccco2)N(C)C)cc1 (stereo not given) | / | 0.1% | 1.4 | / | -3.8 | / | 23.2 | -11.5 | 4.1% | / | /
CCOc1ccc(-n2c(SCC(=O)OC)nc3sc4c(c3c2=O)CCN(C)C4)cc1 | / | 0.2% | -3.5 | 0.3 | 5.7 | / | -2.9 | 2.8 | -7.0% | ? | 19.6%
O=C(O)CCCNC(=O)/C(=C\c1ccccc1F)NC(=O)c1ccccc1 | 5.0% | 0.3% | -6.7 | 5.9 | -3.3 | 0.1% | -21.6 | 12.1 | 1.4% | ? | 10.9%
O=C1NN=C(c2ccccc2)CC1c1ccc(Cl)cc1Cl (stereo not given) | 2.9% | -0.1% | -0.5 | -1.6 | 6.1 | -0.3% | -27.7 | 3.2 | 3.6% | -7.8% | 10.8%
Cc1ccnc(Sc2ccc([N+](=O)[O-])cc2[N+](=O)[O-])n1 | 2.7% | -0.3% | -0.3 | 0.2 | -0.2 | -3.2% | 2.9 | -1.7 | 0.3% | ? | -3.9%
COc1ccc(OCC(=O)Nc2ccc3c(c2)nc(CCN2CCC(C)CC2)n3C)cc1 | / | -0.5% | 1.9 | / | 1.3 | -2.6% | -5.9 | -31.0 | 0.4% | / | -2.9%
O=C(O)c1cc([N+](=O)[O-])ccc1NCc1ccccc1 | -22.7% | -0.1% | 2.9 | 0.6 | 6.8 | -0.5% | -0.9 | -3.8 | 3.1% | ? | 5.8%
COc1ccc(C)cc1S(=O)(=O)N1CCN(c2cccc(C(F)(F)F)c2)CC1 | 0.7% | -0.1% | 22.2 | 0.7 | -8.2 | -0.3% | -3.6 | 1.2 | -1.6% | 25.3% | 1.0%
O=C(c1ccccc1)c1c[nH]c(C(=O)NCc2cccnc2)c1 | -0.1% | 0.1% | -0.1 | 3.4 | -11.5 | 3.7% | 11.0 | / | 1.1% | -1.5% | 4.2%
CC(C)CCn1c(N)c(S(=O)(=O)c2cccs2)c2nc3ccccc3nc21 | 11.4% | -0.1% | 5.4 | -7.5 | -16.3 | 1.6% | 5.7 | 6.0 | 2.0% | -3.8% | 10.6%
CCCN(CC(=O)Nc1ccccc1C)C(=O)c1ccc(N2CCCCC2)c([N+](=O)[O-])c1 | / | -0.2% | 5.2 | / | 5.0 | / | -3.9 | -6.6 | 1.5% | / | /
Cc1nn(C2CCS(=O)(=O)C2)c2nc(C3CC3)cc(C(=O)Nc3ccc(C(N)=O)cc3)c12 (stereo not given) | / | 0.1% | -1.0 | / | 0.5 | / | 9.9 | -8.1 | 1.2% | / | /
COc1cccc(NC(=O)[C@@H]2CCC(=O)N2C2OC(=O)c3ccccc32)c1 (stereo not given in full) | -2.4% | 0.1% | -0.1 | 0.6 | -2.5 | / | -8.6 | -1.6 | -0.8% | -1.0% | -7.5%
CNC(=S)Nc1ccc([N+](=O)[O-])cc1C | 2.1% | -1.7% | -0.8 | -2.0 | -4.2 | 0.3% | 15.8 | 1.1 | 2.3% | 2.4% | 0.0%
COc1ccc(CNC(=O)CN(C)S(=O)(=O)c2ccccc2)cc1 | -25.7% | 0.1% | -0.5 | 0.7 | 0.7 | 10.1% | 5.4 | -6.2 | 5.3% | -20.4% | 26.6%
CCOC(=O)C1=C(c2ccccc2)NC(SCC(=O)NC2CCCCC2)=C(C#N)C1c1ccco1 (stereo not given) | 0.4% | -0.8% | 0.2 | 1.5 | -11.6 | 1.6% | 2.3 | 2.4 | 1.1% | -4.5% | 6.6%
CNC(=O)c1c(C)[nH]c(=S)c(C#N)c1-c1ccco1 | -15.6% | -0.1% | 2.4 | -1.7 | 7.7 | -0.3% | 14.5 | 5.7 | 13.6% | / | -1.9%

Following part:
SMILES | PKM2 act | B2AR arrestin | TRPV1 ag | FBPA coupling cs | hERG WT inh | GALK inhibitor | Giardia kill | KCNH2 3.1 block | USP2a block | Menin-MLL TR inh | MLL CXXC-DNA inh
Cc1ccccc1C(=O)N1CCC(C(=O)NC2CCCC2)CC1 | -11.8% | -0.2% | -2.3 | -7.0 | 4.8 | -5.8% | -24.4 | -7.3 | -1.6% | -17.4% | 6.6%
CN1CCN(NC(=O)COc2cccc(C(F)(F)F)c2)CC1 | -2.3% | -0.2% | 0.8 | 3.6 | 5.3 | 0.4% | ? | 5.8 | -1.4% | 10.2% | -1.6%
O=C(O)COc1cccc(NC(=O)C2CCCO2)c1 (stereo not given) | -7.9% | -0.7% | 2.6 | -0.6 | 1.1 | 0.6% | -1.6 | -3.5 | 3.7% | -8.4% | -1.0%
CCOC(=O)CNC(=O)c1c2c(nc3ccccc13)CCCC2 | -1.8% | -0.5% | 0.5 | 1.4 | -3.2 | 0.7% | 3.8 | 0.3 | 3.2% | 4.2% | 7.2%
CCOC(=O)c1cc(-c2ccc(C)cc2)n(CCC(=O)N2CCN(c3ccccn3)CC2)c1C | -12.0% | 4.3% | 0.9 | -0.8 | -1.0 | 0.4% | -12.5 | -10.1 | -6.6% | -4.8% | 14.4%
O=C(CCCC(=O)N1CCc2ccccc21)N1CCc2ccccc21 | -9.5% | 0.5% | -0.2 | 1.3 | 5.7 | 7.1% | -9.6 | -1.9 | -1.8% | 8.1% | 3.7%
O=C(O)c1coc2ccccc12 | -3.2% | -0.1% | -2.7 | 2.1 | -0.7 | 3.9% | -8.1 | -1.0 | 2.5% | -0.4% | 11.4%
Cc1ccc(C(=O)Nc2ccc(C(=O)O)cc2)cc1S(=O)(=O)NCc1ccccc1 | -0.8% | 0.0% | 1.9 | -3.0 | -9.0 | -1.2% | -15.4 | 13.7 | 7.5% | 20.6% | 15.3%
C=C(C)C(=O)OCC(O)COc1ccc(C(C)(C)c2ccc(OCC(O)COC(=O)C(=C)C)cc2)cc1 (stereo not given) | / | 0.0% | 25.8 | / | -3.7 | / | 17.8 | 2.4 | -1.4% | / | /
O=C(N/N=C/c1ccnc2ccccc12)c1ccccc1O | / | -0.3% | 5.3 | 3.7 | 6.9 | 10.8% | -8.0 | 0.1 | -1.4% | 35.2%[activator] | ?
S=C1NCN(Cc2cccnc2)CN1 | -4.6% | -0.3% | -0.4 | 1.2 | -1.0 | 7.6% | 23.3 | -12.5 | 3.0% | / | -0.6%
CCCCN(Cc1ccccc1)C(=O)c1cnc2n(c1=O)CCS2 | -0.3% | 3.2% | 0.9 | 4.4 | -7.3 | 0.6% | 8.8 | 6.6 | -1.8% | 2.9% | -2.0%
CCC(C)NCCCOc1c(C)cc(C)cc1Br (stereo not given) | -0.9% | -0.3% | 10.1 | 0.0 | 32.4 | 2.2% | -7.8 | -5.9 | -1.0% | ? | 0.4%

From PubChem BioAssay
